Assay outcomes as filed in PubChem BioAssay.
Bim-Bcl-XL = inhibitors of Bim-Bcl-XL binding, primary screen, biochemical, multiplexed, bead flow cytometry, human Bcl-XL; Bcl-2-like protein 1 (Homo sapiens), Q07817; Bim peptide-Bcl-XL binding, fluorescence; inhibition, % at 10 µM; hit rate 0.04% among 190,000; AID 1007, 2008
Avidin fluor = green autofluorescence of compounds with avidin beads – biophysical, 488/530 nm, flow cytometry, artefact control, profiling panel; compound fluorescence 488/530 nm; active compounds read high; fluorescence (KMESF) at 10 µM; hit rate 0.38% among 220,000; AID 1775, 2009; in the data active = fluorescence above about 47; also: inactives centre near 10
ABCG2 inh = ABCG2 efflux pump inhibitors, primary screen, multiplex with ABCB1, IgMXP3 cells, flow cytometry | Broad substrate specificity ATP-binding cassette transporter ABCG2 (Homo sapiens), Q9UNQ0 | JC-1 efflux | inhibition, % at 6.6 µM | hit rate 0.1% among 190,000 | AID 1325, 2008;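 active = inhibition above 80%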;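 also: 0% = DMSO and 100% = nicardipine control wells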
Target sequence (Q9UNQ0 whole entry, looked up): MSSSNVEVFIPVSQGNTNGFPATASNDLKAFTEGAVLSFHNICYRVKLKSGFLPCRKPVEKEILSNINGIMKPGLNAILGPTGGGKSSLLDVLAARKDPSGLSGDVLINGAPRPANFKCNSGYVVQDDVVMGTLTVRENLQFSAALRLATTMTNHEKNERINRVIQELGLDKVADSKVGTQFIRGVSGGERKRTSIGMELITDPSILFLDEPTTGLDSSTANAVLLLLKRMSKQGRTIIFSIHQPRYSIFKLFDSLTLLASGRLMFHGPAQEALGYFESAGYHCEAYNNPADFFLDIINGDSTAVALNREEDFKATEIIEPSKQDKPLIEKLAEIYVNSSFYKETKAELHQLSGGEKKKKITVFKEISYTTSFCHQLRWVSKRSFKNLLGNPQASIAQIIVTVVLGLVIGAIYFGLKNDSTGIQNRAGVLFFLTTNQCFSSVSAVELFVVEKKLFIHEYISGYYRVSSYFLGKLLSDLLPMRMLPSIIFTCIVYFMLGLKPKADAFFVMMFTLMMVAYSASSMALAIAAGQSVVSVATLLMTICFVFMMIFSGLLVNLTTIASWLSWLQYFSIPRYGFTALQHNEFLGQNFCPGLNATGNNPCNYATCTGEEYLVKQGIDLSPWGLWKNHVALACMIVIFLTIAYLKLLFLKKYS
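Test system: ABCG2 IgMXP3 and barcoded ABCB1 CCRF-Adr cell mix; Schedule: cells with compound and JC-1, 10 min at 25 °C, rotating, no wash; Technique: flow cytometry of retained JC-1 fluorescence; Measure: % inhibition of efflux relative to nicardipine and DMSO; Controls: nicardipine high and DMSO low controls.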
ABCB1 block = ABCB1 efflux pump inhibitors, primary screen, cell-based, multiplex, flow cytometry, ABCG2 counter-screen. CCRF-Adr cells, JC-1 efflux. inhibition, % at 6.6 µM. hit rate 0.067% among 190,000. AID 1326, 2008; in the data active = inhibition above about 40%;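 also: 0% = vehicle and 100% = reference inhibitor; higher value means more JC-1 retained so stronger ABCB1 efflux block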
Bim-Bfl-1 = inhibitors of Bim binding to Bfl-1, primary screen, biochemical, multiplexed, bead-based flow cytometry; Bcl-2-related protein A1 (Homo sapiens), Q16548; Bim-Bfl-1 binding inhibition; hit rate 0.12% among 190,000; AID 1008, 2008; inhibition, % at 10 µM;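 also: 0% = wells without compound plus tracer and 100% = blocker peptide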
RGS7-Gao = RGS7-Galphao binding modulators, primary screen, biochemical, multiplexed bead flow cytometry; Guanine nucleotide-binding protein G(o) subunit alpha (Homo sapiens), P09471; actives lie on both sides; binding response (% of control), % at 10 µM; hit rate 0.35% among 220,000; AID 1439, 2008; in the data active = binding response below about 49% or above about 150%; inconclusive = no clear call, values can overlap the other calls; inactive = in between;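 also: fluorescent Galphao held in activated GDP-AlF4 state binding bead-coupled RGS7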
RGS4-Gao reg = modulators of RGS4 binding to Galphao, primary screen, biochemical, multiplexed bead flow cytometry | binding response (% of control), % at 10 µM | hit rate 0.33% among 220,000 | actives lie on both sides | AID 1415, 2008 | Guanine nucleotide-binding protein G(o) subunit alpha (Homo sapiens), P09471; in the data active = binding response below about 49% or above about 150%; inactive = in between;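 also: fluorescent Galphao activated with aluminum fluoride binding bead-coupled RGS4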
Bcl-W Bim block = inhibitors of Bim binding to Bcl-W, primary screen, biochemical, multiplexed, bead-based flow cytometry; inhibition, % at 10 µM; Bcl-2-like protein 2 (Homo sapiens), Q92843; Bim peptide-Bcl-W binding; hit rate 0.02% among 190,000;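 also: 0% = bound tracer without compound and 100% = peptide blocker; higher means less fluorescent Bim peptide bound to Bcl-W beads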
Bim-Bcl-B = inhibitors of Bim-Bcl-B binding, primary screen, biochemical, multiplexed, human Bcl-2 family; AID 951, 2007; bead-based flow cytometry, Bim peptide-Bcl-B binding; Bcl-2-like protein 10 (Homo sapiens), Q9HD36; hit rate 0.073% among 190,000; inhibition, % at 10 µM;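 also: 0% = tracer peptide without compound and 100% = reference inhibitor peptide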
Target sequence (Q9HD36 whole entry, looked up): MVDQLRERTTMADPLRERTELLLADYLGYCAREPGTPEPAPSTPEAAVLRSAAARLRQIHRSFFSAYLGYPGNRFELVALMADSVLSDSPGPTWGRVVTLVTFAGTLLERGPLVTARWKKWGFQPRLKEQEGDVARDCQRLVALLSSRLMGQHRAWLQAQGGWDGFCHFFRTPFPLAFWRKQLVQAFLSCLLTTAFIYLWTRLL
GSH fluor = compound fluorescence on glutathione beads, profiling panel, artefact control, biophysical, 488/530 nm, flow cytometry | fluorescence (KMESF) at 10 µM | hit rate 0.25% among 190,000 | AID 1776, 2009 | GSH beads flow cytometry, compound fluorescence 488/530 nm; active compounds read high; in the data active = fluorescence above about 89;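 also: glutathione beads carrying GST-tagged Bcl family fusion proteins plus one bare bead set; values are compound well signal with DMSO vehicle wells as background; inactives centre near 16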
Bim-Bcl-2 = inhibitors of Bim-Bcl-2 binding, primary screen, biochemical, multiplexed, human Bcl-2 family; inhibition, % at 10 µM; AID 950, 2007; Bead-based flow cytometry, Bim peptide-Bcl-2 binding; hit rate 0.06% among 190,000; Apoptosis regulator Bcl-2 (Homo sapiens), P10415; in the data active = inhibition above about 40%; inconclusive = no clear call, values can overlap the other calls;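 also: 0% = no compound wells with probe peptide and 100% = reference peptide inhibitor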
Target sequence (P10415 whole entry, looked up): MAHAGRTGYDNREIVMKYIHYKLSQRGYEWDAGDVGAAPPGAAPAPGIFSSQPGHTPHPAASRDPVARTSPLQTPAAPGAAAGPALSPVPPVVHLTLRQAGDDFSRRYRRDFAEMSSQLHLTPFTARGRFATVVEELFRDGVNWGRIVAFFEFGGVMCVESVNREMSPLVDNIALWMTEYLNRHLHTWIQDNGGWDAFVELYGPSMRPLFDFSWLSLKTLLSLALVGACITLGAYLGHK
* marks the source's active call; other numbers are inactive results; ? = inconclusive. Rule as the data show it, unless noted: active = inhibition above about 40%. The order is random; about 1.3% have a hit in one of these screens.

SMILES | Bim-Bcl-XL | Avidin fluor | ABCG2 inh | ABCB1 block | Bim-Bfl-1 | RGS7-Gao | RGS4-Gao reg | Bcl-W Bim block | Bim-Bcl-B | GSH fluor | Bim-Bcl-2
Cc1cc(C)n2cc(CSc3nnnn3C)nc2n1 | -1 | 11 | 5 | 0.0 | -4 | 98 | 98 | 4 | 5 | 50 | 3
C/C(CC(=O)NCc1ccccc1)=N\NC(N)=S | -5 | 10 | 5 | 1.1 | -3 | 97 | 99 | -1 | -4 | 20 | -1
COCC(C)NCc1cc(Br)ccc1OC (stereo not given) | -3 | 2 | 0 | 0.4 | -7 | 99 | 98 | 0 | -1 | 12 | -1
Cc1cc(NC(=O)CSc2ccc3nnc(CCNC(=O)c4ccccc4)n3n2)no1 | -5 | 11 | 1 | 0.4 | -7 | ? | 98 | -6 | -5 | 16 | -3
Cc1cc(NC(=O)CCCSc2nc(-c3ccco3)cc(C(F)(F)F)n2)no1 | -5 | 13 | 12 | 0.6 | -16 | 98 | 100 | -1 | -12 | 28 | -6
COC(=O)c1ccc(COC(=O)CNC(=O)c2ccc(-c3ccccc3)cc2)cc1 | -4 | 2 | 3 | 0.2 | 0 | 99 | 100 | -1 | -2 | 7 | 4
CCc1ccc(NC(=O)C2C3C=CC(C4CC34)C2C(=O)O)cc1 (stereo not given) | -3 | 24 | 2 | 0.6 | 9 | 110 | 108 | -4 | 3 | 22 | 4
CCOC(=O)C1CCN(C(=O)C(C)c2ccc([N+](=O)[O-])cc2)CC1 (stereo not given) | -3 | 12 | 10 | 1.5 | 4 | 102 | 103 | -2 | 1 | 15 | 0
O=C(NC(=S)Nc1ccc2c(c1)OCCO2)c1cccc(Br)c1 | -7 | 9 | 0 | -0.4 | -6 | 106 | 101 | 0 | 2 | 11 | -5
CC(Oc1ccc(Cl)cc1Cl)C(=O)Nc1ccncc1 (stereo not given) | 0 | 10 | 7 | 1.4 | -14 | 96 | 101 | 0 | -10 | 36 | -10
CCc1nc(SCc2cccnc2)c2c(=O)n(C)c(=O)n(C)c2n1 | -3 | 8 | 2 | -0.5 | -8 | 97 | 98 | 0 | -6 | 24 | -9
COc1ccc(C(=O)NCCCn2ccnc2)cc1 | -4 | 10 | 0 | 0.1 | -9 | 96 | 103 | 4 | -1 | 8 | -5
CCCCCCC(=O)Nc1c(O)c2ccccc2[nH]c1=O | -6 | 32 | 27 | 1.8 | -20 | 102 | 103 | -3 | -10 | 21 | -10
Cc1nc2sccn2c(=O)c1Br | 3 | 4 | 2 | -0.1 | 5 | 105 | 102 | 4 | 7 | 10 | 3
Cc1ccc(S(=O)(=O)/N=C2/C=C(Sc3ncn[nH]3)C(=O)c3ccccc32)cc1 | 0 | 6 | -3 | -0.4 | 62* | 79 | 87 | 13 | -5 | 8 | 18
COc1cc(OC)c(NC(=O)CCCn2c(=O)oc3ccccc32)cc1Cl | 1 | 2 | 5 | 0.7 | -3 | 98 | 87 | 1 | 2 | 4 | -2
Cc1c(C(=O)O)c(C(=O)O)nc2ccc(N3CCOCC3)cc12 | -3 | 11 | -1 | -0.4 | -2 | 97 | 96 | 1 | 0 | 25 | 0
Cc1cc(C)c(NC(=S)N2CCCC2C(=O)O)c(C)c1 (stereo not given) | -19 | 9 | -5 | -1.1 | 21 | 108 | 97 | -14 | -65 | 13 | -6
O=C(Cc1noc2ccccc12)Nc1ccc(Cl)cc1 | -2 | 6 | 0 | 0.1 | -2 | 106 | 105 | -2 | -7 | 11 | -2
CCOC(=O)c1ccc(NC(=O)NS(=O)(=O)c2ccc(C)cc2)cc1 | 0 | 16 | 1 | 0.3 | 0 | 106 | 112 | 0 | -2 | 14 | 4
CC(=O)NC(CC(=O)Nc1ccc(S(=O)(=O)N2CCCCC2)cc1)c1ccccc1 (stereo not given) | 0 | 16 | 1 | 0.1 | -10 | 106 | 100 | 3 | -4 | 17 | -4
COc1ccc(N2CCN(C(=O)c3ccc(F)cc3)CC2)c([N+](=O)[O-])c1 | -1 | 5 | 7 | 1.4 | -2 | 101 | 102 | -4 | -6 | 23 | -3
CC(C)Sc1ccc(C(=O)Nc2ccc(F)cc2F)cn1 | -3 | 6 | 3 | 0.4 | -5 | 105 | 101 | 0 | 0 | 14 | -2
Cn1c(C(=O)N2CCN(c3ccc(Cl)cc3)CC2)cc2c(=O)[nH]c3ccccc3c21 | 2 | 7 | 1 | 0.7 | 1 | 107 | 104 | 1 | -3 | 21 | -1
O=C(COc1ccc2c(c1)CCC2)NCc1ccccc1 | -5 | 3 | 10 | 0.8 | -4 | 99 | 100 | -2 | -8 | 6 | -8
Cc1csc(NC(=O)CSc2nc(C)cs2)n1 | -7 | 17 | 30 | 0.4 | -19 | 98 | 99 | -4 | -12 | 36 | -11
CC(=O)c1ccc(NC2OC(C)C(O)C(O)C2O)cc1 (stereo not given) | -5 | 17 | 3 | 0.6 | -6 | 105 | 100 | -5 | -5 | 25 | -7
CCOc1cc(CNCc2cccnc2)ccc1OCC(=O)NC(C)(C)C | -7 | 8 | 1 | 0.5 | -7 | ? | 106 | -6 | -8 | 17 | -6
CCN(CC)C(=O)COc1ccc(S(=O)(=O)N2CCOCC2)cc1 | -1 | 12 | 2 | 0.6 | -1 | 103 | 97 | -3 | 0 | 19 | -2
Cc1ccccc1C(=O)Nc1nnc(-c2ccc(C(C)(C)C)cc2)s1 | -3 | 12 | 6 | 0.3 | -5 | 103 | 101 | -3 | -4 | 10 | -8

Entries of single compounds, looked up by structure. Order of values: Bim-Bcl-XL	Avidin fluor	ABCG2 inh	ABCB1 block	Bim-Bfl-1	RGS7-Gao	RGS4-Gao reg	Bcl-W Bim block	Bim-Bcl-B	GSH fluor	Bim-Bcl-2
COc1cc(OC)c(NC(=O)CCCn2c(=O)oc3ccccc32)cc1Cl is entered as 1	2	5	0.7	-3	98	87	1	2	4	-2
Cc1ccccc1C(=O)Nc1nnc(-c2ccc(C(C)(C)C)cc2)s1 is entered as -3	12	6	0.3	-5	103	101	-3	-4	10	-8
CC(=O)NC(CC(=O)Nc1ccc(S(=O)(=O)N2CCCCC2)cc1)c1ccccc1 (stereo not given) is entered as 0	16	1	0.1	-10	106	100	3	-4	17	-4

New compounds follow
SMILES | Bim-Bcl-XL | Avidin fluor | ABCG2 inh | ABCB1 block | Bim-Bfl-1 | RGS7-Gao | RGS4-Gao reg | Bcl-W Bim block | Bim-Bcl-B | GSH fluor | Bim-Bcl-2
Cn1cc(CNC(=O)c2cc(-c3ccc(Br)cc3)nc3ccccc23)cn1 | -2 | 8 | 4 | 1.9 | -4 | 97 | 98 | -2 | -4 | 16 | -6
O=C(Nc1cc(S(=O)(=O)N2CCOCC2)ccc1O)c1ccco1 | 2 | 37 | -1 | -0.2 | 6 | 119 | 100 | 2 | -12 | 13 | -2
O=S(=O)(NCC(c1ccco1)N1CCN(c2ccccc2F)CC1)c1ccccc1 (stereo not given) | -1 | 5 | 18 | 9.9 | -1 | 102 | 102 | -2 | -3 | 9 | 2
CC(C)(C)NC(=O)c1c(F)c(F)c(F)c(F)c1F | -6 | 3 | 5 | 1.4 | 0 | 103 | 101 | -2 | -16 | 12 | -3
Cc1ccc2c(c1)c1ncnc(N3CCc4ccccc4C3)c1n2C | 0 | 16 | -1 | -3.6 | -2 | 126 | 126 | 1 | 0 | 27 | 1
O=C(NC(=S)Nc1nc(-c2ccccc2)cs1)c1cncc(Br)c1 | -1 | 32 | 3 | 0.5 | -3 | 103 | 104 | -1 | -2 | 8 | -5
O=C(Nc1nc(N2C(=O)c3ccccc3C2=O)n(-c2ccccc2)n1)c1ccc(F)cc1 | -6 | 13 | 25 | -1.6 | -18 | 97 | 99 | -2 | -8 | 36 | -12
CC(=O)c1ccc(NC(=O)Cn2nc(C)c([N+](=O)[O-])c2C)cc1 | 2 | 10 | -1 | -0.5 | -2 | ? | 99 | 4 | 2 | 11 | -1
O=S(c1ccsc1)c1ccsc1 | 1 | 6 | 2 | 0.7 | -3 | 98 | 97 | -1 | -5 | 45 | -3
CCN(CC(=O)NCCc1ccccc1)S(=O)(=O)c1ccc(Br)cc1 | -15 | 13 | 7 | 1.6 | -10 | 103 | 104 | -3 | -9 | 35 | -13
COC(=O)C(NNc1ccccc1C)(NC(=O)c1ccc(F)cc1)C(F)(F)F (stereo not given) | -3 | 6 | 0 | 0.5 | -10 | 104 | 99 | -1 | -7 | 29 | -9
CCOC(=O)N1CCN(C(=O)c2cc(C)c3c(C)nn(-c4ccccc4)c3n2)CC1 | -6 | 10 | 0 | 0.5 | -15 | 102 | 99 | -1 | -9 | 24 | -8
CCOc1ccc(NC(=S)N(CCN2CCOCC2)Cc2ccc3c(c2)CCCN3CC)cc1 | -2 | 16 | 13 | 3.9 | -3 | 96 | 98 | -3 | -6 | 15 | -5
O=C(CSc1ccccn1)N/N=C/C=C/c1ccccc1 | -7 | 12 | 20 | 1.0 | -18 | 106 | 103 | -8 | -15 | 11 | -12
COc1ccc(S(=O)(=O)N2CCC(C(=O)NCc3ccccn3)CC2)cc1OC | -9 | 8 | 2 | 1.1 | -7 | 98 | 103 | -4 | -7 | 25 | -7
Cc1cc(/C=C2\SC(=S)N(Cc3ccco3)C2=O)c(C)n1-c1ccccc1 | -9 | 17 | 38 | 0.9 | 4 | 104 | 105 | -6 | -5 | 16 | 5
CCOc1ccccc1NC(=O)N1CCN(S(C)(=O)=O)CC1 | 1 | 9 | 0 | 0.0 | -6 | 95 | 97 | 1 | -2 | 18 | -2
Fc1ccc(Sc2nc(-c3ccccc3)nnc2C(F)(F)F)cc1 | -4 | 13 | 5 | 0.6 | -12 | 98 | 100 | 0 | -15 | 32 | -11
COc1ccc(-n2cc(CNCCc3cnc[nH]3)c(-c3cccc(F)c3)n2)cc1 | -4 | 12 | 1 | 0.2 | -6 | 99 | 102 | -1 | -4 | 13 | -3
CCc1nnc(NC(=O)c2cc(C)nc3ccccc23)s1 | -3 | 10 | 0 | 0.0 | -2 | 103 | 100 | 0 | -4 | 24 | -4
CC(=O)c1cc2c(=O)c3cc(C)ccc3oc2nc1C | 1 | 24 | 8 | 1.3 | -6 | 100 | 103 | 2 | -4 | 10 | 0
O=C(CCc1nnc(CCCc2ccccc2)o1)NCCN1CCOC1=O | -1 | 10 | 2 | 0.2 | -8 | 91 | 96 | -1 | -3 | 9 | -2
COC(=O)c1sc(S(=O)(=O)NC(C)C(=O)O)c(C(=O)OC)c1C (stereo not given) | 0 | 9 | 0 | -0.3 | 1 | 99 | 101 | -2 | 1 | 18 | -4
